Screening data (PubChem BioAssay)
PvdQ acylase – blocks Pseudomonas aeruginosa PvdQ acylase activity. purified PvdQ acylase, fluorescence plate reader. inhibition, % at 10 µM. AID 488965. hit rate 0.063% among 340,000; in the data active = inhibition above about 30%, passing the limit was not always enough; inconclusive = no clear call, values can overlap the other calls;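 note: 0% = vehicle neutral wells and 100% = reference inhibitor wells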
HTR5A ag – activates human HTR5A in OPRM1-OPRD1 agonist counter-screen | activation, % at 9.3 µM | HTR5A agonist assay, luminescence, cell-based | P47898 | hit rate 0.61% among 340,000; in the data active = activation mostly above about 9.5%, no sharp cut-off; inactive = mostly below about 7.6%;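 note: 0% = cells with vehicle only and 100% = reference agonist; strong numbers were not always called active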
Target sequence (P47898 whole entry, looked up): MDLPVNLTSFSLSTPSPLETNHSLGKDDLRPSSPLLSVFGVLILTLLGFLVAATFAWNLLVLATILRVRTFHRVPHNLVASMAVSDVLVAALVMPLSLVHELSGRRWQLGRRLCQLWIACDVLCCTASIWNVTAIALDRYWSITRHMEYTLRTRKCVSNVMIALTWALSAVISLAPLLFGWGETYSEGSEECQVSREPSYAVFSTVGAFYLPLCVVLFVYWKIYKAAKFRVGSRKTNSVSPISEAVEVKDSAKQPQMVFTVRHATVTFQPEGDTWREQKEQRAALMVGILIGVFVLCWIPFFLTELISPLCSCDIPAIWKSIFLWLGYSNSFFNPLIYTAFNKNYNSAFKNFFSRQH
SR-BI HDL uptake – blocks mouse SR-BI lipid uptake from DiI-HDL | Q61009 | inhibition, % at 12.5 µM | ldlA[mSR-BI] CHO cells, DiI-HDL uptake fluorescence, 3 h | hit rate 0.96% among 320,000;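 active = mean replicate inhibition of at least 70% and a set share of replicates each scoring 70 or more; inconclusive = meets just one of the two criteria; inactive = fails both criteria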;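 note: 0% = median of neutral control wells and 100% = median of positive control wells; values of inactives mirror those of a sister screen read the other way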
Rtt109 Vps75 – blocks Candida albicans Rtt109/Vps75 acetyltransferase activity. Q5AAJ8. hit rate 0.16% among 330,000. AID 540336. purified Rtt109/Vps75, ThioGlo CoA-SH fluorescence, 4 h. inhibition, % at 34.9 µM;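 active = inhibition of at least 50% in every replicate; inconclusive = best replicate reaches 50% inhibition but some replicates fall short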
CDK5 inh – CDK5/p35 (human) kinase inhibition | AID 488839 | hit rate 0.01% among 330,000 | Q00535+Q15078 | Recombinant CDK5/p35, ADP-Glo luminescence, 60 min | inhibition, % at 10 µM;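 active = highest replicate inhibition of at least 50% and at least 75% of replicates reaching 50%; inconclusive = only one of the two criteria met; inactive = both criteria failed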;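 note: plate controls were DMSO neutral control for no effect and GW8510 at 10 µM for full effect; many of its hits are not listed in these tables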
Target sequence (Q00535 whole entry, looked up): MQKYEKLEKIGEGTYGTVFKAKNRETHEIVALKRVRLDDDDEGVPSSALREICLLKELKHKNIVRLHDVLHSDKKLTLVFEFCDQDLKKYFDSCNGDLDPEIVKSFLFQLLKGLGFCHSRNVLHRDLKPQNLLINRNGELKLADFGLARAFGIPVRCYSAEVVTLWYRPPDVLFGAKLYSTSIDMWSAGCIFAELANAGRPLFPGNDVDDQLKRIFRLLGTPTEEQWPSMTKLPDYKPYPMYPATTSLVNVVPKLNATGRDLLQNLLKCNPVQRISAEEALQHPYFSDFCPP
Target sequence (Q15078 whole entry, looked up): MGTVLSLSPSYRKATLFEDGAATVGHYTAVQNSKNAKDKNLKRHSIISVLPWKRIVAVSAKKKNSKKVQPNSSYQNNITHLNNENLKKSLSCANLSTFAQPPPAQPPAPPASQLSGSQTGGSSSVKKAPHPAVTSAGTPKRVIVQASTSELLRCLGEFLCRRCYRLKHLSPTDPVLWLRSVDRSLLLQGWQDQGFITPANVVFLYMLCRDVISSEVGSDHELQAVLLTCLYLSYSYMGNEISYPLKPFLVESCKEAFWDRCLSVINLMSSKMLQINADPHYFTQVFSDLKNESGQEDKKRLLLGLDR
Wnt act – activates Wnt/beta-catenin signaling in a reporter cell assay; activation, % at 9.35 µM; hit rate 1.2% among 300,000; activator, plate reader; in the data active = activation above about 30%, passing the limit was not always enough; inconclusive = no clear call, values can overlap the other calls;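 note: 0% = neutral control wells and 100% = positive control wells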
dFosB act – activators of mouse delta FosB homodimer; purified delta FosB, TAMRA-CDK5 oligo fluorescence polarization; percent of positive-control signal above neutral wells; activation, % at 25 µM; hit rate 0.99% among 340,000; AID 493131;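 active = mean activation above about 17%, with every replicate also reaching it, limit read from the data, passing the limit was not always enough; inconclusive = only one of the two conditions met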;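 note: fluorescence polarization rise as delta FosB binds a TAMRA Cdk5 AP-1 oligo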
cardiac RTF act – increases calcium sensitivity of human cardiac regulated thin filaments. activation, % at 7.2 µM. IANBD-labeled TnC RTF fluorescence at EC20 calcium; 0% EC20 calcium, 100% full calcium. AID 493008. hit rate 0.24% among 340,000;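 active = activation above the mean over all tested compounds plus 3 SD, cut at about 30% in these data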;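 note: rise in fluorescence read as greater calcium sensitivity of cardiac thin filaments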
MITF act – increases MITF-driven TRPM1 promoter luciferase signal. AID 588334. hit rate 0.75% among 300,000. activation, % at 12.5 µM. SK-MEL-5 TRPM1-promoter luciferase, 24 h; % of positive control, neutral wells = 0;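 active = mean activation of at least 80% with every replicate also reaching 80%; inconclusive = mean reaches 80% but some replicate falls short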;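 note: 0% = neutral control wells and 100% = parthenolide positive control wells; values of inactives mirror those of a sister screen read the other way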
SR-BI DiI-HDL act – SR-BI HDL lipid transfer activation. CHO ldlA[mSR-BI] cells, DiI-HDL uptake fluorescence, 3 h; 100 = double the neutral-control signal. activation, % at 12.5 µM. hit rate 0.096% among 320,000. AID 504775;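 active = mean replicate activation of at least 60% and every replicate at or above 60%; inconclusive = mean or all-replicate condition met, but not both; inactive = mean below 60% and not all replicates reaching 60%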;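 note: 0% = median plate neutral-control signal and 100% = twice that signal; values of inactives mirror those of a sister screen read the other way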
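Test system: SR-BI-overexpressing, LDLR-lacking CHO cells. Measured by: DiI fluorescence, bottom read. Medium: Ham's F12 with 0.5% BSA, HEPES 25 mM, pH 7.4. Timing: 3 h uptake period with compound, 37 °C.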
* hit, by the source's call; ? = inconclusive; . = not tested or not shown.

1	CCC(C)N1CCC2(CC1)N=c1c(c3c4c5c(C)c(O)c3c(O)c1=NC(=O)C(C)=CC=C[C@H](C)[C@H](O)[C@@H](C)[C@@H](O)[C@@H](C)[C@H](OC(C)=O)[C@H](C)[C@@H](OC)C=CO[C@@](C)(O5)C4=O)N2 (some centres not stated)
2	O=[N+]([O-])c1ccc(-c2nnc3cccc(Cl)n23)cc1
3	CC(Oc1ccc(Cl)cc1)C(=O)N1CCCc2ccccc21 (configuration not stated)
4	O=C(O)c1ccccc1NCCO
5	C#Cc1ccc([C@@H]2C=C(C(=O)O)O[C@H](OCc3ccc(CO)cc3)C2)cc1
6	CCOC(=O)C1CCCN(C(=O)CNC(=O)c2ccc(Br)o2)C1 (configuration not stated)
7	O=c1c2c(ncn1Cc1ccccc1)nc1n2CCC1
8	O=C(NCCc1ccccc1)C1CCCN(C(=O)NC2CCCCC2)C1 (configuration not stated)
entry no. | 1 | 2 | 3 | 4 | 5 | 6 | 7 | 8
PvdQ acylase | -4 | 7 | 9 | -9 | 9 | 2 | -14 | -20
HTR5A ag | -1 | -1 | 3 | -2 | 0 | -1 | 9 | -5
SR-BI HDL uptake | 10 | 10 | 1 | -9 | -7 | -11 | 9 | 3
Rtt109 Vps75 | 5 | . | 14 | 1 | 0 | 1 | 1 | 2
CDK5 inh | 0.5 | 3.4 | -2.4 | 0.2 | -0.7 | -0.8 | -0.7 | -2.8
Wnt act | 1 | -1 | 0 | 1 | 0 | -4 | -5 | 0
dFosB act | -11 | 8 | -4 | 5 | 2 | -4 | -4 | 6
cardiac RTF act | 6 | 0 | 3 | -1 | -1 | 5 | 2 | 1
MITF act | -1 | -4 | -7 | 10 | -6 | 15 | -1 | 4
SR-BI DiI-HDL act | -10 | -10 | -1 | 9 | 7 | 11 | -9 | -3

9	Cc1ccc(S(=O)(=O)N2CCC(N3CCC(C)CC3)CC2)cc1
10	CCCCc1ccc(NC(=S)NCCO)cc1
11	COc1cc(/C=C(/C#N)C(=O)Nc2ccccc2)ccc1OCc1ccc(C(=O)O)cc1
12	CCCC(=O)Nc1ccc(C(=O)N/N=C2\CC(=O)CC(C)(C)C2)cc1
13	CCOC(=O)c1ccc(N=c2sc(C(=O)OC)cc(=O)n2Cc2ccc3c(c2)OCO3)cc1
14	Cc1nnsc1C(=O)NNS(=O)(=O)c1ccccc1
15	CCOc1cc(CNCCO)cc(Br)c1OCc1ccccc1Cl
16	O=C(OCC(=O)N1CCCc2ccccc21)c1cccc(S(=O)(=O)N2CCOCC2)c1
entry no. | 9 | 10 | 11 | 12 | 13 | 14 | 15 | 16
PvdQ acylase | 8 | -3 | 3 | -4 | -12 | 4 | -8 | -3
HTR5A ag | -1 | -1 | 0 | -3 | 9 | -4 | 0 | -1
SR-BI HDL uptake | -23 | 15 | -4 | -26 | 64 | 6 | -6 | 5
Rtt109 Vps75 | 12 | -5 | 8 | -11 | -10 | 0 | -4 | 9
CDK5 inh | 2.0 | 0.1 | -1.6 | -3.7 | -1.1 | -1.3 | -2.8 | 1.9
Wnt act | -2 | 3 | 12 | . | -2 | . | -3 | -1
dFosB act | 2 | -2 | -13 | -5 | 4 | 2 | 7 | -6
cardiac RTF act | 4 | -2 | 2 | -5 | 1 | -7 | -5 | -6
MITF act | 13 | -5 | 10 | -13 | -16 | -9 | -48 | -5
SR-BI DiI-HDL act | 23 | -15 | 4 | 26 | -64 | -6 | 6 | -5

In the list so far, these contain a carbonyl joined to an NH by a bond outside any ring.
6	CCOC(=O)C1CCCN(C(=O)CNC(=O)c2ccc(Br)o2)C1 (configuration not stated)
8	O=C(NCCc1ccccc1)C1CCCN(C(=O)NC2CCCCC2)C1 (configuration not stated)
11	COc1cc(/C=C(/C#N)C(=O)Nc2ccccc2)ccc1OCc1ccc(C(=O)O)cc1
12	CCCC(=O)Nc1ccc(C(=O)N/N=C2\CC(=O)CC(C)(C)C2)cc1
14	Cc1nnsc1C(=O)NNS(=O)(=O)c1ccccc1
entry no. | 6 | 8 | 11 | 12 | 14
PvdQ acylase | 2 | -20 | 3 | -4 | 4
HTR5A ag | -1 | -5 | 0 | -3 | -4
SR-BI HDL uptake | -11 | 3 | -4 | -26 | 6
Rtt109 Vps75 | 1 | 2 | 8 | -11 | 0
CDK5 inh | -0.8 | -2.8 | -1.6 | -3.7 | -1.3
Wnt act | -4 | 0 | 12 | . | .
dFosB act | -4 | 6 | -13 | -5 | 2
cardiac RTF act | 5 | 1 | 2 | -5 | -7
MITF act | 15 | 4 | 10 | -13 | -9
SR-BI DiI-HDL act | 11 | -3 | 4 | 26 | -6

More entries
17	Cc1ccccc1Oc1nc2c(C)cccn2c(=O)c1/C=C(\C#N)C(=O)NC1CCS(=O)(=O)C1 (configuration not stated)
18	COC(=O)C1C(O)=C(C=Nc2cccc3ccccc23)C(=O)CC1(C)C (configuration not stated)
19	O=C(Cn1c(=O)c2cccn2c2ccc(F)cc21)N1CCN(c2ccc(F)cc2)CC1
20	CCOC(=O)c1[nH]cnc1C(=O)O
21	CC1CCN(C(=O)C2CCCN(c3ncnc4c3nc3n4CCCCC3)C2)CC1 (configuration not stated)
22	NS(=O)(=O)c1cccc(NC(=O)COC(=O)c2ccccc2C(=O)c2ccccc2)c1
23	COC(=O)COc1cccc2c(=O)n(CC(=O)NCc3ccccc3)ccc12
24	Cc1cc(C)nc(SCCS(=O)Cc2ccc(Cl)cc2)n1 (configuration not stated)
entry no. | 17 | 18 | 19 | 20 | 21 | 22 | 23 | 24
PvdQ acylase | -5 | -16 | -5 | -7 | -11 | 12 | -11 | -4
HTR5A ag | 4 | 4 | -3 | -2 | -3 | 3 | -2 | 12
SR-BI HDL uptake | 6 | -3 | 5 | -15 | -3 | 2 | . | -7
Rtt109 Vps75 | 1 | -1 | -4 | 3 | 0 | ? | 0 | 1
CDK5 inh | -3.3 | 1.7 | . | 0.5 | 0.4 | -0.5 | -2.3 | -0.3
Wnt act | 6 | 4 | -2 | . | 0 | 1 | -9 | -1
dFosB act | -5 | -8 | 6 | -2 | -9 | -10 | -3 | 0
cardiac RTF act | 4 | -1 | -3 | -2 | 4 | -1 | 1 | -7
MITF act | . | . | -12 | . | 1 | 3 | -16 | -2
SR-BI DiI-HDL act | -6 | 3 | -5 | 15 | 3 | -2 | . | 7

25	CCOC(=O)C1=C(N)n2c(s/c(=C\c3cccnc3)c2=O)=C(C(=O)OC)C1c1cccnc1 (configuration not stated)
26	CCN1C(=O)C(CC(=O)NCc2ccc(Cl)cc2)N(CC)C1=O (configuration not stated)
27	Cc1ccc(N2C(=O)N(C(C)C)C(C)(C)CC2(C)O)cc1 (configuration not stated)
28	CCN1/C(=C/C=C/C=C/C=C/c2sc3ccccc3[n+]2CC)Sc2ccccc21
29	COC(=O)c1ccc(NC(=O)CN2CCN(c3ccccn3)CC2)cc1
30	Cc1ccsc1C(=O)NNC(=O)c1ccc(NS(=O)(=O)c2cccs2)cc1
31	CC1CN(C2CCN(C(=O)c3ccccc3)CC2)CC(C)O1 (configuration not stated)
32	CC(=O)c1ccc(-c2ccc(-c3cc(=O)oc4c(C(C)C)ccc(C)c34)cc2)cc1
entry no. | 25 | 26 | 27 | 28 | 29 | 30 | 31 | 32
PvdQ acylase | -8 | -4 | -4 | -5 | -16 | -6 | 9 | 7
HTR5A ag | 0 | 3 | 1 | 4 | 0 | 0 | 2 | 0
SR-BI HDL uptake | -19 | -4 | 17 | 13 | 64 | -31 | -16 | 6
Rtt109 Vps75 | -2 | 2 | 0 | 1 | -2 | 0 | -6 | 1
CDK5 inh | 0.3 | -0.3 | 1.3 | 5.5 | 0.9 | 0.6 | 2.3 | 4.1
Wnt act | . | 3 | 1 | -1 | -1 | 3 | -3 | -2
dFosB act | -8 | -4 | 2 | 14 | -2 | -7 | -6 | -1
cardiac RTF act | -1 | 8 | -12 | 0 | -2 | 5 | 3 | 1
MITF act | -11 | 4 | -8 | -94 | 4 | -9 | 1 | -8
SR-BI DiI-HDL act | 19 | 4 | -17 | -13 | -64 | 31 | 16 | -6

33	CCNC(=S)Nc1ccc(C)c(Cl)c1
34	O=C(c1ccc(C#CC2(O)CCCCC2)cc1)N1CCN(C(c2ccccc2)c2ccccc2)CC1
35	O=S(=O)(c1ccc(Br)cc1)N1CCN(c2ccccc2)CC1
36	COc1ccc(CCNC(=O)CCCn2c(=O)c3cccn3c3cccnc32)c(OC)c1OC
37	Cc1c(NS(=O)(=O)c2cc(C(=O)NC(C)c3ccccc3)ccc2Cl)c(=O)n(-c2ccccc2)n1C (configuration not stated)
38	CCCSc1nnc2n(N)c(=O)c3ccccc3n12
39	CC(=O)N1CCN(C(=O)c2cccc(S(=O)(=O)Nc3c(C)n(C)n(-c4ccccc4)c3=O)c2)CC1
40	CCNC(=S)NNC(=O)c1ccc(S(=O)(=O)NCc2ccco2)cc1
entry no. | 33 | 34 | 35 | 36 | 37 | 38 | 39 | 40
PvdQ acylase | 4 | -15 | -10 | -28 | -4 | 4 | 4 | 1
HTR5A ag | -1 | -8 | 2 | -2 | 2 | 1 | 3 | 1
SR-BI HDL uptake | 7 | -37 | -12 | 44 | 2 | -12 | -7 | -14
Rtt109 Vps75 | . | 14 | -10 | 1 | 7 | 1 | 1 | 4
CDK5 inh | 0.2 | 2.4 | -0.3 | -5.8 | 1.6 | -1.4 | -0.1 | 1.6
Wnt act | . | . | 0 | 2 | -2 | . | -2 | 1
dFosB act | 1 | 2 | 1 | -8 | -4 | -6 | 4 | -11
cardiac RTF act | -8 | 2 | -1 | -7 | 0 | 0 | -2 | -5
MITF act | -4 | -13 | 5 | 3 | -10 | -2 | -5 | -8
SR-BI DiI-HDL act | -7 | 37 | 12 | -44 | -2 | 12 | 7 | 14

41	COC(=O)c1ccc2c(=O)n(C3CCCCC3)c(SCC#N)nc2c1
42	CCOc1ccc(C2C=C(c3ccccc3)Nc3nnnn32)cc1 (configuration not stated)
43	CCNc1nc(ON=C(C)C)nc(N(C)C)n1
44	CC(C)OC(=O)c1cc2c(ccn2C)n1CC(=O)N(Cc1ccccc1)c1ccccc1
45	COC(=O)c1ccc(NC(=O)c2cccc(OC)c2)cc1
46	CCOc1cccc(N2C(=O)CC(N3CCC(C(N)=O)(N4CCCCC4)CC3)C2=O)c1 (configuration not stated)
entry no. | 41 | 42 | 43 | 44 | 45 | 46
PvdQ acylase | -10 | -13 | -11 | -1 | -4 | -4
HTR5A ag | 5 | -1 | 0 | -7 | -1 | 1
SR-BI HDL uptake | 23 | 7 | -64 | -15 | 24 | -11
Rtt109 Vps75 | -7 | -36 | -7 | -5 | -5 | .
CDK5 inh | 0.2 | -1.8 | 0.4 | -0.3 | 6.4 | 0.6
Wnt act | -6 | 43* | 0 | 1 | 0 | .
dFosB act | -9 | -6 | 8 | -2 | -8 | 2
cardiac RTF act | 7 | 14 | 4 | -5 | 18 | -1
MITF act | . | . | 1 | -2 | 60 | -2
SR-BI DiI-HDL act | -23 | -7 | 64* | 15 | -24 | 11
